# Eya2 inh: inhibitors of human Eya2 phosphatase activity; O00167; recombinant Eya2, OMFP fluorescence dephosphorylation (OMFP is methylfluorescein phosphate); Potency, µM (titrated, usually from 76.9 µM), without a hit: at the top dose activity, negative = inhibition, usual class: inhibitors; 330,000 tested, 0.006% active; AID 488837; further: potency means the concentration at half of the fitted maximal effect; on the % scale 0 is the no-effect control and ±100 the full control effect
#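 Eya2 protein (added as 0.2 uM solution) was preincubated with compound for 10 min at ambient temperature in 50 mM HEPES pH 7.5, 50 mM NaCl, 5 uM MgCl2, 0.05% BSA, 1 mM DTT. OMFP (added at 50 uM) then reacted 10 min; fluorescence read at 485/525 nm.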
# BRCA1 expr act: activators of BRCA1 expression | MCF7-BRCA1-FFLuc reporter, luminescence, 48 h; response scale: scaled: vehicle 0%, 10 µM genistein 100% | 380,000 tested, 1.1% active | Potency, µM (top dose mostly 46.1 µM), for the others: top-dose activation, usual class: activators; further: potency means the concentration at half of the fitted maximal effect; nearly all actives have a fitted effect of over 80% in size; some results filed as inactive show a strong effect at the top dose
#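 Reporter cells (MCF7, BRCA1 promoter-firefly luciferase) received library compounds across a concentration series for 48 h. End-point luminescence was measured and concentration-effect curves derived after normalization.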
# PTAP TSG101 blk: blocks PTAP/TSG101 interaction to inhibit HIV-1 budding; Potency, µM (doses to about 115 µM), for the others: at the top dose activity change, negative = inhibition, most hits filed as inhibitors; Fluorescence polarization, FITC-PTAP peptide / Tsg101 binding; Q99816; 340,000 tested, under 10 active; active means well fitted inhibition curve with a large enough effect in the main read-out, with a control signal flat, not every such curve was filed as active; inconclusive means small, poorly fitted or top-dose-only effect, or effect the other way, or a change in a side signal; inactive means no such curve, though single readings can be large or run the other way; further: potency means the concentration at half of the fitted maximal effect; % of control where 0% means no effect
#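 Fluorescence anisotropy tracks displacement of a FITC-tagged PTAP peptide (50 nM) from the Tsg101 binding domain (10 uM), following a 20 min room-temperature incubation at pH 7.5.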
# TRPV1 agonist: human TRPV1 agonism; Q8NER1; TRPV1-expressing cells, Fluo-8 calcium influx, agonist mode; activation, % at 8.33 µM; 320,000 tested, 0.19% active; AID 540275; in the data active means activation above about 80%; inconclusive means between about 30% and that limit; further: 0% is about no effect
#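 Fluo-8 calcium influx in TRPV1-expressing cells, kinetic read (ex 480/em 520 nm). Compound added and read 3 min for agonist activity, followed by capsaicin at EC20 final and 2 min further read for enhancement.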
# B2AR arrestin: agonists driving beta-arrestin recruitment to human beta2-adrenergic receptor; Potency, µM (titrated, usually from 46.1 µM), for the others: at the top dose activation, usual class: activators; beta-arrestin recruitment to beta2AR, cell-based reporter; 330,000 tested, 0.02% active; P07550;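 further: potency means the concentration at half of the fitted maximal effect; 0% = DMSO controls and full agonism = EC100 isoproterenol or metaproterenol; nearly all actives have a fitted effect of over 65% in size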
# Target sequence (P07550 whole entry, looked up): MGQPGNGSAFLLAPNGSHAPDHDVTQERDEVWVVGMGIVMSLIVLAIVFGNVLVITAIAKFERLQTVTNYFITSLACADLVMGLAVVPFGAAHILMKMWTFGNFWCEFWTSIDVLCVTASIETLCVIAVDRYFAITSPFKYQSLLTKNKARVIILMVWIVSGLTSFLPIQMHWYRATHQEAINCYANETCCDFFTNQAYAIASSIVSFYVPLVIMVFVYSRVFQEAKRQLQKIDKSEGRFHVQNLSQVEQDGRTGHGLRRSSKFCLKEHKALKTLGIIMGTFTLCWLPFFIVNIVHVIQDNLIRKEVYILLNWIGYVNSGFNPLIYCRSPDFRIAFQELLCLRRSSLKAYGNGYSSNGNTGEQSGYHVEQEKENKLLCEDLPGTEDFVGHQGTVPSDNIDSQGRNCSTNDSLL
# Integrin act MD: activates integrin-mediated alleviation for muscular dystrophy | alpha7betagal myoblasts, beta-gal FDG fluorescence, 48 h | Potency, µM (doses to about 38.3 µM), for the others: top-dose activation, hits mostly activators | 350,000 tested, 0.064% active;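 further: potency means the concentration at half of the fitted maximal effect; 100% = response of the positive control SU9516; nearly all actives have a fitted effect of over 60% in size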
#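 Alpha7betagal+/- myoblasts (passage 13) were plated 16-24 hr, then exposed to compounds (1:260 dilution of DMSO stock) for 48 hours at 37C. After MPER lysis, β-galactosidase reporter activity was read as FDG fluorescence (ex 480/em 540) after 30 minutes.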
# S-ASM inh: blocks human secretory acid sphingomyelinase; AID 504937; 340,000 tested, 0.006% active; placental ASM, HMU-PC fluorogenic substrate, 60 min; Potency, µM (top dose mostly 57.5 µM), inactives show top-dose activity change, negative = inhibition, most hits filed as inhibitors; further: potency means the concentration at half of the fitted maximal effect
#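 Fluorogenic HMU-PC substrate (9 uM final) is turned over by placental ASM in 60 min at 37 C after a 10 min compound preincubation. Reaction ended by alkaline stop (pH 10), with fluorescence read at 386/447 nm.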
# ELG1 genotoxic: induces genotoxicity in HEK293T cells with luciferase-tagged ELG1. Potency, µM (titrated, usually from 46 µM), for inactives: at the top dose activity change, positive = activation, actives largely listed as activators. 330,000 tested, 1.3% active. HEK293T ELG1-luciferase reporter, luminescence, 16 h; further: potency means the concentration at half of the fitted maximal effect; % of control where 0% means no effect; nearly all actives have a fitted effect of over 60% in size
#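 Genotoxic stress is detected as increased luminescence from luciferase-tagged ELG1 in HEK293T cells, measured with ONE-Glo after a 16 hr treatment at 37 °C.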
# uPA generation: blocks generation of uPA at the cell surface; cell surface uPA generation assay, qHTS; Potency, µM (titrated, usually from 38.3 µM), for inactives: top-dose activity change, negative = inhibition, hits mostly inhibitors; 330,000 tested, 0.31% active; AID 540303; active means well fitted inhibition curve with a large enough effect; inconclusive means small, poorly fitted or top-dose-only effect; inactive means no such curve, though single readings can be large or run the other way; tested in mouse RAW 264.7 cells; further: potency means the concentration at half of the fitted maximal effect; on the % scale 0 is the no-effect control and ±100 the full control effect; nearly all actives have a fitted effect of over 55% in size
# p53 reactivator: mutant p53 re-activation in reporter cells. H1299 p53-A138V BP100-luciferase reporter, luminescence, 24 h. Potency, µM (highest dose often 92.2 µM), for the others: at the top dose activity change, positive = activation, most hits filed as activators. 320,000 tested, 0.063% active. AID 504706; further: potency means the concentration at half of the fitted maximal effect; % of control where 0% means no effect; nearly all actives have a fitted effect of over 45% in size
#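 p53-null H1299 cells stably carrying temperature-sensitive p53-A138V and a BP100-luciferase reporter were pinned with compounds (4-point, 1:5 series) and held 24 hrs at 37 deg C. Luminescence was read 10 min after detection reagent.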
# USP2a block: blocks human ubiquitin-specific protease USP2a. USP2 core, Ub-CHOP2 coupled fluorogenic reporter, 485/531. Potency, µM (top dose mostly 38.3 µM), for the others: at the top dose activity change, negative = inhibition, actives largely listed as inhibitors. 330,000 tested, 0.01% active;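 further: potency means the concentration at half of the fitted maximal effect; plate controls were DMSO wells for no effect and full inhibition by NEM control for full effect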
# Target sequence (O75604 whole entry, looked up): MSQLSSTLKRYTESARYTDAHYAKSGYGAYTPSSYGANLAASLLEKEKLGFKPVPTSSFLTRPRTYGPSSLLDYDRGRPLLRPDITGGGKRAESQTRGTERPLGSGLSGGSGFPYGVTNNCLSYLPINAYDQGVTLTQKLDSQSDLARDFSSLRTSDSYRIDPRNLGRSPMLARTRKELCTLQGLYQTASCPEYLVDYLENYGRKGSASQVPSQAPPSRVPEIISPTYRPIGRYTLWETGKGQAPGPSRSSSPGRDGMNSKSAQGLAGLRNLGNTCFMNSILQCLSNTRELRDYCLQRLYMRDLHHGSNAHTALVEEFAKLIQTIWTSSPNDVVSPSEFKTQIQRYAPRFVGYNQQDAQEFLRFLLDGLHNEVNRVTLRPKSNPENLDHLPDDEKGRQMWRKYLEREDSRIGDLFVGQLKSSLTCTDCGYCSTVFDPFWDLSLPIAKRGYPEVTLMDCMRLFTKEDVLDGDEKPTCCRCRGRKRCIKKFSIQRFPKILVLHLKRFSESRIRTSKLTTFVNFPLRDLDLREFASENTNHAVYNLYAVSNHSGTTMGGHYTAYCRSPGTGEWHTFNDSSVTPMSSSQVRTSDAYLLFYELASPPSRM
#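 Cell-free coupled assay: 10nM USP2 core preincubated 30min RT with compound in Tris-HCl pH 8.0/CaCl2/CHAPS buffer, then 25nM Ub-CHOP2 and 25nM reporter substrate; fluorescence (Ex 485/Em 531) read after 60min RT, normalized to NEM inhibition, concentration-response curves fitted.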
# The depositor's hits bear a star; ? = inconclusive; · = not tested or not shown; [ ] = dose if it differs, or a comment. Unless noted, the call rests on the fitted dose curve; in most records, active means well fitted curve in the direction sought with a large enough effect; inconclusive means small, poorly fitted or top-dose-only effect, or another doubt; inactive means no such curve, though single readings can be large; an effect the other way counts as inactive or inconclusive.
1. Nn1cc(-c2ccccc2)nc1SCC(=O)NC1CCS(=O)(=O)C1 (stereo not drawn)
2. CC(=O)Nc1cn(-c2ccccc2)nc1-c1ccccc1
3. Cc1ccc(N2C(=O)CSCC2=O)cc1
4. Cc1cccc(Nc2ccccc2)c1
5. CC(=O)Nc1cccc(NC(=O)Nc2ccc(C)c(Cl)c2)c1
6. CC[C@@H](C)[C@@H]1CN([C@@H](CN2CCC[C@H]2CN2C(N)=NC[C@H]2C(C)C)C(C)C)C(=N)N1CCc1ccc(Cl)c(Cl)c1
7. CCc1nc2ccccc2c(C(=O)OCC(=O)Nc2cccc(S(=O)(=O)N3CCOCC3)c2)c1C
8. NC(=O)C1CCCN(C(=O)c2ccc3oc(Cc4ccc(Cl)cc4)nc3c2)C1 (stereo not drawn)
9. COCCn1cnc2c1c(=O)n(CC(=O)Nc1cc(C)on1)c(=O)n2Cc1ccccc1
10. COc1ccccc1N(Cc1ccccc1)S(=O)(=O)c1cccc(C(=O)Nc2cc(C)ccn2)c1

screen / no. | 1 | 2 | 3 | 4 | 5 | 6 | 7 | 8 | 9 | 10
Eya2 inh | 4%[15.4 µM] | 0% | -7% | -8% | 1% | -1% | -4% | -8% | -15% | -5%
BRCA1 expr act | 4% | -1% | 0% | -2% | ? | 5% | -101%[inhibitor] | 6% | 21% | -60%[inhibitor]
PTAP TSG101 blk | -2% | -2% | 0% | 0% | -1% | -1% | 0% | -7% | -3% | -3%
TRPV1 agonist | 13 | 15 | -3 | 7 | -5 | · | 4 | -5 | 0 | 1
B2AR arrestin | -0.1% | -0.1% | 0.1% | 0.1% | -0.3% | -0.2% | -1.2% | -0.2% | 0.2% | -1.0%
Integrin act MD | -21% | 1% | 2% | -3% | ? | 34% | -14%[7.66 µM] | -15% | -12% | ?
S-ASM inh | 1% | 1% | -1% | -1% | -4% | -11% | -18% | -3% | 0% | -2%
ELG1 genotoxic | -1% | 4% | 0% | -1% | 6% | -1% | -11% | -5% | -1% | ?
uPA generation | 3% | -1% | -1% | 2% | · | 2% | · | -18% | -5% | -12%
p53 reactivator | 0% | -6% | 5% | 1% | -1% | -4% | -4% | 12% | -7% | 20%
USP2a block | 1% | 1% | 0% | 1% | 1% | 1% | 4% | 0% | 3% | 5%

11. NC(=O)CCC(NS(=O)(=O)c1ccc(Cl)cc1)C(=O)NCc1ccccc1Cl (stereo not drawn)
12. CCOc1ccc(C(=O)COC(=O)Cn2cnc3c2c(=O)n(C)c(=O)n3C)cc1
13. COc1ccc(C(=O)OCC(=O)Nc2ccc3c(c2)OCCO3)c(OC)c1
14. CCC(=O)n1nc(-c2ccccc2)nc1SCC(=O)Nc1ccc(C)cc1
15. CC(=O)Nc1ccc(OCC(=O)N(CC(C)C)C2CCS(=O)(=O)C2)cc1 (stereo not drawn)
16. COc1cc(/C=N/NC(=O)CCN2CCN(C)CC2)cc2c1OCO2
17. COc1ccc(Cl)cc1NC(=O)CN1CCCCCC1
18. O=C(C=Cc1ccccc1)c1cc(Br)ccc1O
19. CCNS(=O)(=O)c1ccc(CCC(=O)N2CCN(Cc3ccccc3)CC2)cc1
20. Cc1ccc(NC(=O)CN2C(=O)COc3ccc(S(=O)(=O)N4CCCC4)cc32)cc1C

screen / no. | 11 | 12 | 13 | 14 | 15 | 16 | 17 | 18 | 19 | 20
Eya2 inh | 1% | 9% | 7% | 2% | -3% | -24% | 19% | · | -7% | -4%
BRCA1 expr act | -16% | 0% | 9% | 8% | 13% | 2% | 21% | -7% | 8% | -25%
PTAP TSG101 blk | -1% | -6% | -1% | -6% | -1% | · | -6% | 2% | -4% | -4%
TRPV1 agonist | 0 | -1 | 5 | 4 | -5 | 2 | 17 | · | 1 | 17
B2AR arrestin | -0.7% | 0.0% | -0.9% | -0.1% | 0.1% | 0.4% | -0.4% | · | 4.2% | 0.2%
Integrin act MD | 23% | -2% | 9% | 15% | -13% | 26% | -10% | -43% | 4% | 16%
S-ASM inh | -1% | -1% | 3% | -6% | 1% | 6% | 14% | -8% | 6% | -3%
ELG1 genotoxic | 0% | -1% | 3% | -5% | -2% | -11% | -1% | · | -6% | 3%
uPA generation | -10% | 2% | -3% | -1% | 0% | -1% | -3% | -5% | 4% | 0%
p53 reactivator | -7% | 3% | 1% | 6% | ? | 2% | 4% | · | · | 1%
USP2a block | -1% | 0% | 6% | -1% | 0% | -1% | 0% | · | 0% | 0%

21. COc1cc(/C=C2\SC(=O)N(CCN)C2=O)ccc1OS(=O)(=O)c1cc(C)ccc1C
22. O=C(COc1ccc2c3c(c(=O)oc2c1)CCC3)N1CCN(c2ccc(F)cc2)CC1
23. Cc1ccc(OC(=O)Nc2ccccc2)cc1
24. C=CCNc1nc(Nc2ccc(OC)cc2)nc(OCC)n1
25. CC(CC(=O)N1CCc2ccccc21)c1ccccc1 (stereo not drawn)
26. Cc1cc(C)nc(SCc2ccc(C(=O)N/N=C/c3ccncc3)cc2)n1
27. CCc1ccccc1NC(=S)N(CCCN1CCOCC1)Cc1cccs1
28. Cc1nn(Cc2n[nH]c(=S)n2Cc2ccccc2)c(C)c1Cl
29. CCCSc1nsc(N)n1
30. CS(=O)(=O)N(CC(=O)NCCC1=CCCCC1)C1CCCCC1

screen / no. | 21 | 22 | 23 | 24 | 25 | 26 | 27 | 28 | 29 | 30
Eya2 inh | 11% | 0% | -9% | 6% | -17% | 5% | -10% | 12% | -16% | -30%
BRCA1 expr act | -40% | -2% | ? | 15% | ? | -36% | -2% | 4% | 48% | 16%
PTAP TSG101 blk | -1% | -1% | -5% | -5% | 1% | -1% | 0% | 0% | 0% | 1%
TRPV1 agonist | 3 | 1 | -1 | ? | ? | ? | ? | -1 | -5 | -2
B2AR arrestin | 0.3% | -0.3% | -0.2% | -0.1% | 0.0% | 0.3% | 0.2% | 4.3% | -0.2% | -0.1%
Integrin act MD | -57%[inhibitor] | 0% | 24% | -9% | -14% | -34% | -12% | 19% | 28% | 9%
S-ASM inh | -20% | -23% | 2% | 1% | -1% | -1% | 13% | 0% | 4% | 1%
ELG1 genotoxic | -4% | -12% | ? | -1% | 1% | 5% | -2% | -5% | 24% | -3%
uPA generation | 3% | -17% | 1% | -10% | 4% | 4% | -2% | 4% | · | -4%
p53 reactivator | 6% | -12% | 9% | -6% | 18% | -5% | -13% | 0% | 20% | -2%
USP2a block | 8% | -4% | 1% | 2% | 1% | 7% | -1% | 1% | -1% | 5%

# 3 entries already listed, sorted by their value in S-ASM inh, descending.
cpd	SMILES	Eya2 inh	PTAP TSG101 blk	TRPV1 agonist	B2AR arrestin	Integrin act MD	S-ASM inh	uPA generation	p53 reactivator
29	CCCSc1nsc(N)n1	-16%	0%	-5	-0.2%	28%	4%	·	20%
26	Cc1cc(C)nc(SCc2ccc(C(=O)N/N=C/c3ccncc3)cc2)n1	5%	-1%	?	0.3%	-34%	-1%	4%	-5%
22	O=C(COc1ccc2c3c(c(=O)oc2c1)CCC3)N1CCN(c2ccc(F)cc2)CC1	0%	-1%	1	-0.3%	0%	-23%	-17%	-12%

# (listing goes on)
31. Cc1cc(NC(=O)CCC(=O)N(CC(=O)NCC2CCCO2)c2ccc(F)c(Cl)c2)no1 (stereo not drawn)
32. Cc1cc(NC(=O)Cn2nc([N+](=O)[O-])c(Br)c2C)no1
33. O=C(COC(=O)c1cc(=O)[nH]c(=O)[nH]1)Nc1ccccc1F
34. O=C(NCCC1CCCCN1S(=O)(=O)c1ccccc1)C(=O)NCc1ccccn1 (stereo not drawn)
35. Cc1c(NC(=O)c2c(F)c(F)c(F)c(F)c2F)c(=O)n(-c2ccccc2)n1C

screen / no. | 31 | 32 | 33 | 34 | 35
Eya2 inh | 0% | 3% | -10% | · | 13%
BRCA1 expr act | -12% | -16% | 0% | -7% | 0%
PTAP TSG101 blk | -7% | -7% | -1% | -1% | -3%
TRPV1 agonist | -1 | -2 | · | 1 | 1
B2AR arrestin | 0.1% | -0.2% | 0.3% | 0.3% | 0.0%
Integrin act MD | 18% | -21% | -6% | 11% | -38%
S-ASM inh | -1% | -2% | 4% | 4% | -1%
ELG1 genotoxic | 3% | 0% | 0% | 1% | -1%
uPA generation | -7% | 3% | 1% | 1% | -2%
p53 reactivator | -5% | 3% | -3% | -5% | -8%
USP2a block | -1% | 2% | -7% | 2% | 1%

# Along the list, from the results shown.
# Compounds 10 to 20 in uPA generation: -12%, -10%, 2%, -3%, -1%, 0%, -1%, -3%, -5%, 4%, 0%
# Compounds 10 to 20 in TRPV1 agonist: 1, 0, -1, 5, 4, -5, 2, 17, ·, 1, 17
# Compounds 10 to 20 in S-ASM inh: -2%, -1%, -1%, 3%, -6%, 1%, 6%, 14%, -8%, 6%, -3%

# Look-ups from the entries so far.
# no. 34 | ELG1 genotoxic = 1%
# no. 35 | S-ASM inh = -1%
